Glyco luc inh = blocks N-linked glycosylation in D54 reporter cells; reporter increase, % at 12.5 µM; D54 ERlucT glycosylation luciferase reporter, 24 h; percent of 100 nM tunicamycin response; 0.23% of 360,000 active; AID 588692;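 active = mean luciferase reporter signal, scaled so untreated is 0 and the glycosylation-blocking control 100, at or above a set limit in every replicate; inconclusive = mean reaches the limit but not every replicate does; inactive = mean below the limit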;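 also: luciferase carries N-glycosylation sites so blocking glycosylation raises the light; 0% = median of neutral control wells and 100% = median of 100 nM tunicamycin wells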
Cardio protect = modulators protecting cardiomyocytes from myocardial damage. H9c2 cardiomyocytes, H2O2 injury protection, ATPLite, 2 h. protection from H2O2 cell death, % at 20 µM. 0.63% of 360,000 active;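 active = compounds giving at least 50% protection of heart cells from peroxide-induced death in the single-dose screen, raw or plate-pattern-corrected value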;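 also: 0% = DMSO wells with peroxide and 100% = DMSO wells without peroxide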
Vif imaging = HIV Vif inhibition; inhibition, % at 7.49 µM; 0.35% of 340,000 active; HEK293T cells, Vif self-association by quenched fluorescence, imaging, 24 h; in the data active = inhibition above about 50%, passing the limit was not always enough; inconclusive = no clear call, values can overlap the other calls; inactive = below about 31%; also: some results filed as inactive read as strong as hits
CaV13 FRET inh = Disruptors of the CACNA1D IQ motif to Ca2+-dependent inactivation inhibitor domain association, primary screening, Förster resonance energy transfer in intact living …; 0.098% of 340,000 active; HEK cells, CFP/YFP FRET ICDI-IQ, plate reader, 10 min; percent FRET-ratio fall versus neutral wells; inhibition, % at 12.3 µM; AID 743397;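 active = mean replicate inhibition of at least 30% and at least 1% of replicates passing that level; inconclusive = only one of the two criteria is met; inactive = neither criterion is met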;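 also: 0% = median of the neutral control wells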
PDI inh = inhibitors of human protein disulfide isomerase. PDI insulin aggregation turbidity, A650, 90 min. inhibition, % at 10 µM. 0.052% of 350,000 active;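 active = mean inhibition across replicates of 30% or more, whatever share of single replicates reach that level; inconclusive = mean inhibition below 30% while every single replicate reaches 30%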;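 also: absorbance from insulin aggregation driven by PDI reduction with DTT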
hiPSC survival = enhancers of human iPSC single-cell survival. 0.044% of 360,000 active. AID 602274. hiPSC single-cell survival, ATPlite luminescence; 100% = ROCK inhibitor wells, 0% = DMSO. survival enhancement, % at 20 µM; in the data active = survival enhancement above about 18%;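 also: cells exposed to compounds for 16 hours before the ATP read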
Granule exo inh = lytic granule exocytosis inhibition | TALL-104 LAMP-1 surface exposure, flow cytometry; cells stimulated with thapsigargin and PMA | inhibition, % at 10 µM | 0.66% of 360,000 active | AID 651702;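 active = inhibition above about 55%, limit read from the data; inconclusive = no clear call, values can overlap the other calls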
m5-HT2A agonist = mouse HTR2A agonism via beta-arrestin recruitment | CHO-K1 mHTR2A beta-arrestin complementation, luminescence; percent of 30 µM serotonin response | P35363 | AID 624169 | activation, % at 7.6 µM | 0.66% of 360,000 active;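 active = activation above a run cutoff, the mean activation of all tested compounds plus 3 SD, cut at about 14% in these data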;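 also: 0% = plate median of compound wells and 100% = 30 µM serotonin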
aDG glyco act = alpha-DG glycosylation activation; Pro5-aDG cells, alpha-DG glycosylation AlphaScreen (IIH6); 0% Pro5, 100% B10-LARGE cell signal; 0.22% of 360,000 active; activation, % at 10 µM;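 active = activation of at least 8% versus controls, or a plate z-score of at least 8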;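 also: Pro5 are CHO cells carrying HIG-tagged alpha-DG that lacks glycosylation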
ABCB6 inh 2 = human ABCB6 transporter inhibition. Q9NP58. K562-ABCB6 porphyrin accumulation, flow cytometry, 1 h; active compounds read low. fluorescence ratio to DMSO, % at 10 µM. 0.19% of 360,000 active;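 active = fluorescence ratio to DMSO below 75%, the collection mean minus 3 SD; inconclusive = too few cells collected in the well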;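 also: signal is porphyrin accumulated inside mitochondria; 100% equals median channel fluorescence of DMSO control wells; lower ratio means ABCB6 inhibition with less porphyrin fluorescence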
Target sequence (Q9NP58 whole entry, looked up): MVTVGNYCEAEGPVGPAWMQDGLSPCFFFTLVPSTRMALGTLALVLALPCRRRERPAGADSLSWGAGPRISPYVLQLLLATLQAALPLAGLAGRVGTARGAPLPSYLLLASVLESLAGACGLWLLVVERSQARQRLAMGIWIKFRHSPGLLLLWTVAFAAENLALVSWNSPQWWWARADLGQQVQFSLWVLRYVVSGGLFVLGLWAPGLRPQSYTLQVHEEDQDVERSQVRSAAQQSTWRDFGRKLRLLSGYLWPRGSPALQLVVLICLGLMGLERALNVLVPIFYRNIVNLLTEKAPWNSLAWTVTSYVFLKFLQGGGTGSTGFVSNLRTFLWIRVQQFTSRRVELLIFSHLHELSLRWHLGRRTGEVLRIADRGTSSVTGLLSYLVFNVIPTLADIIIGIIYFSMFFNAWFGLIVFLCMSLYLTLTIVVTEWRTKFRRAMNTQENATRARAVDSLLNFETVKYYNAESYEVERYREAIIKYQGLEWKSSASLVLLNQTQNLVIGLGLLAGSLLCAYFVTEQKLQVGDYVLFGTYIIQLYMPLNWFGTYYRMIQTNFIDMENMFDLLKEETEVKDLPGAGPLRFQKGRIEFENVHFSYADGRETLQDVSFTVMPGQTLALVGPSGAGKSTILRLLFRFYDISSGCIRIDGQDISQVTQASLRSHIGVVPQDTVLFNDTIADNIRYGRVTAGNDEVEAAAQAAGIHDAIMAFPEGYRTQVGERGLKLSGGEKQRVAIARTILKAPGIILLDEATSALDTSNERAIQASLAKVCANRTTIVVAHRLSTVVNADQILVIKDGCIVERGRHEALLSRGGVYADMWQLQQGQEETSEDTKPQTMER
* marks the source's active call; other numbers are inactive results; i = inactive; ? = inconclusive; . = no result given.

SMILES	Glyco luc inh	Cardio protect	Vif imaging	CaV13 FRET inh	PDI inh	hiPSC survival	Granule exo inh	m5-HT2A agonist	aDG glyco act	ABCB6 inh 2
CC(C)C(=O)Nc1cc(C(F)(F)F)ccc1N1CCOCC1	4	2	-4	-10	4	1.1	-1	0	-0.1	97
CN1CCN(NC(=O)CN2C(=O)/C(=C/c3c(Cl)cccc3Cl)SC2=S)CC1	5	14	2	-5	0	-2.8	10	1	0.1	100
COC(=O)/C(=C\Nc1ccc(Cl)c2ccccc12)c1ncc(C(F)(F)F)cc1Cl	3	-2	1	.	-11	2.6	3	-5	-0.3	96
CC(C)(C)c1ccc(C(=O)NCCc2ccccc2)cc1	-18	-11	0	-13	-2	-0.4	-3	-17	-0.1	94
COc1ccc(NC(=O)c2ccc3nc[nH]c3c2)cc1	0	-7	6	-22	2	-0.1	-4	-9	-0.1	100
CCOc1ccc(NC(=O)c2ccc(S(=O)(=O)N3CCOCC3)cc2)cc1	-2	-2	-7	-2	16	1.5	2	0	-0.1	93
O=C(Cn1ccc2cc(S(=O)(=O)N3CCCC3)ccc21)NCCc1ccccc1	-1	0	-6	-2	1	-0.6	-24	8	-0.1	106
CC(C)(C)c1ccc(C(=O)NC(=S)NCC2CCCO2)cc1 (configuration not stated)	-1	1	0	-4	-13	-1.1	-1	2	-0.3	109
COc1ccc(N2CCN(C(=O)CNC(=O)c3cccs3)CC2)cc1	1	-3	.	-2	1	-0.2	-3	-1	-0.1	98
CCCCNC(=O)c1onc(CSc2cccc(C)c2)c1C(=O)O	5	19	-1	-5	-5	0.6	0	12	-0.2	92
Cc1c(N)ccc(-n2nc3ccccc3n2)c1C	1	-1	-2	-4	18	-0.2	-6	-1	-0.1	96
NC(=O)c1ccc(Nc2nnc(-c3ccc(O)cc3)c3ccccc23)cc1	0	59*	1	4	0	0.5	-2	-2	-0.2	103

Record cards (already shown). Screens in order: Glyco luc inh, Cardio protect, Vif imaging, CaV13 FRET inh, PDI inh, hiPSC survival, Granule exo inh, m5-HT2A agonist, aDG glyco act, ABCB6 inh 2
Results for `COC(=O)/C(=C\Nc1ccc(Cl)c2ccccc12)c1ncc(C(F)(F)F)cc1Cl` = 3, -2, 1, ., -11, 2.6, 3, -5, -0.3, 96
Results for `CC(C)(C)c1ccc(C(=O)NCCc2ccccc2)cc1` = -18, -11, 0, -13, -2, -0.4, -3, -17, -0.1, 94

More records follow.
SMILES	Glyco luc inh	Cardio protect	Vif imaging	CaV13 FRET inh	PDI inh	hiPSC survival	Granule exo inh	m5-HT2A agonist	aDG glyco act	ABCB6 inh 2
Cc1cc(C)cc(Cn2cc(CN3CC(N4CCN(Cc5ccccc5F)CC4)CS3(=O)=O)nn2)c1 (configuration not stated)	.	.	.	-3	.	-1.0	1	15*	-0.1	93
CCOC(=O)c1c(N)sc(C(=O)OC)c1C	2	-4	2	-18	2	0.4	-4	-1	0.6	100
C/C(=N\NC(=O)c1ccn(C)n1)c1cccc(NC(=O)c2ccc(C)s2)c1	3	-6	12	-3	5	-0.5	-3	-2	-0.2	96
O=C(Nc1cccc([N+](=O)[O-])c1)Nc1ccc2c(c1)OCCO2	-8	-18	-3	-4	-2	0.7	0	-7	-0.3	96
O=C(CN1C(=O)CCSc2ccccc21)Nc1ccc2c(c1)OCCO2	0	10	-6	-5	-6	-3.0	-1	0	-0.1	96
O=C(N/N=C/c1ccc(F)cc1)c1cc[n+]([O-])cc1	-1	-3	-8	-4	-2	-0.4	-10	-9	-0.3	92
CCOCCn1c(N2CCN(c3ccc(OC)cc3)CC2)nc2c1c(=O)n(C)c(=O)n2C	0	3	.	.	-15	2.1	-3	-1	0.0	105
COc1ccc(C(=O)Nc2ccc(O)c3ccccc23)cc1	12	-8	2	9	-2	-0.6	12	-4	0.2	95
Cc1ccc2c(CN(C)Cc3cccc(Cl)c3)cc(=O)oc2c1C	-10	-10	-4	-3	-23	0.2	43	-2	0.1	86
O=C(Nc1nnc(SCc2ccc(Cl)cc2)s1)C1CCCO1 (configuration not stated)	-1	6	3	.	-8	2.7	0	7	0.0	107
O=C(NCc1ccc(C(F)(F)F)cc1)C1CC(c2cccc(F)c2)=NO1 (configuration not stated)	2	1	-6	-11	1	-1.8	-4	-2	-0.1	97
C(=N\Nc1ccccn1)/c1cccnc1	4	4	5	-2	-1	0.0	0	4	0.0	103
CC(C)(O)C#Cc1ccccc1C(=O)NC(CC(N)=O)C(=O)O (configuration not stated)	-1	6	0	-1	4	3.1	2	1	0.1	96
CCCNC(=O)C(Cc1ccccc1)NS(=O)(=O)c1ccc2c(c1)c(=O)n(C)c(=O)n2C (configuration not stated)	0	6	-8	-6	15	4.4	8	13	0.0	96
COC(=O)c1c(C)oc(C)c1S(=O)(=O)NCc1ccc(Cl)cc1Cl	-4	0	-6	6	1	-0.8	-4	0	0.3	97
NC(=O)c1ccc(NC(=O)CCC(=O)c2cccs2)cc1	-2	0	18	-6	-3	62*	-21	-1	0.1	98
COc1cccc(Oc2ccc(S(=O)(=O)N3CCOCC3)cc2[N+](=O)[O-])c1	0	-7	4	-5	-8	2.3	-18	-4	0.5	102
O=C(CCC(=O)Nc1ccc(Br)cc1)N/N=C/c1ccccc1F	2	4	?	-21	-4	0.0	-22	-10	0.1	101
COc1cc(OC)c(C2=NOC(C(=O)NCCc3ccccc3)C2)cc1Cl (configuration not stated)	-1	6	-3	-10	-4	1.8	4	-2	-0.2	100
c1ccc(C2=Nn3c(nnc3-c3cc(-c4ccccc4)n[nH]3)SC2)cc1	22	19	18	-4	-4	-1.6	5	5	0.3	103
Nc1c(C(=O)Nc2ccc(Cl)cc2)sc2nc(N3CCOCC3)c3c(c12)CCCC3	3	3	-2	-4	5	0.5	51	2	-0.2	90
O=C(Nc1ccccc1-c1ccccc1)c1ccccc1	2	0	2	-2	-1	-0.4	-6	-4	0.1	96
O=C(COC(=O)c1ccc(Br)cc1)NCCC1=CCCCC1	1	-6	0	-7	-2	-0.5	-2	8	0.2	99
COc1cccc(NC(=O)COc2cccnc2[N+](=O)[O-])c1	2	7	-12	-3	4	-2.2	-3	8	0.2	97
O=C1c2ccccc2C(c2nnnn2-c2ccc3c(c2)OCCO3)N1CCCN1CCOCC1 (configuration not stated)	.	.	.	-7	.	-1.5	-4	0	-0.1	98
CN1CCN(CC(O)Cn2c3ccccc3c3ccccc32)CC1 (configuration not stated)	1	6	12	-4	-9	-0.6	16	-1	0.1	98
Cc1ccc(-c2nn(-c3ccccc3)cc2/C=N/NC(=O)c2ccncc2)o1	-1	44	2	-6	-2	0.5	-3	-6	0.7	82
O=C(N/N=C/c1ccc(-c2ccc([N+](=O)[O-])cc2)o1)C(O)c1ccccc1 (configuration not stated)	-1	0	-2	-51	19	1.9	-1	1	3.1	109
CCC1(CC)Cc2ccccc2-c2nc(NCCO)[nH]c(=O)c21	4	-5	7	-4	0	2.9	2	-3	0.4	97
Cc1ccc(CC(=O)Nc2ccccc2-c2ccccc2)cc1C	-5	3	-4	-3	-11	-0.7	-3	-4	-0.1	97
CCOC(=O)N(C)c1c(CC)nc2c(OCC(=O)C(C)(C)C)cccn12	2	-1	-2	-7	0	2.4	-1	1	0.0	103
O=C(NC(=S)NC1CCCc2ccccc21)c1ccco1 (configuration not stated)	-3	-11	0	-5	-1	0.7	-2	3	-0.1	100
O=C(Nc1nnc([C@@H]2O[C@H](CO)[C@@H](O)[C@H]2O)s1)Nc1ccccc1C(F)(F)F	2	-3	5	-3	-6	-0.1	-4	0	0.6	98
COc1ccc(C(=O)Nc2nc3ccccc3[nH]2)cc1	-18	-20	-1	-3	1	-0.6	-7	6	0.0	98
O=S(=O)(Cc1nnnn1-c1ccccc1)c1ccc(Cl)cc1	0	-3	-3	-4	-7	-0.3	-1	1	-0.2	94
COc1ccc2c(C)cc(SCC(=O)N3CCOCC3)nc2c1	-2	4	17	-6	-2	-3.6	0	0	0.4	136
Cc1nc(-c2ccc(C(=O)NCCO)cc2)cs1	3	-3	-8	0	8	2.3	2	-1	-0.2	101
COc1ccc(CNS(=O)(=O)c2ccc(-c3cc(C)no3)cc2)cc1	1	-8	-9	-3	-5	0.0	1	8	-0.9	111
O=C(/C=C/c1ccco1)NCC1(c2ccccc2)CCCC1	-1	4	2	-18	0	2.1	-7	-5	0.2	98
COc1ccc(C(=O)CCC(C)(C)[N+](=O)[O-])cc1	-2	11	10	.	8	-0.7	-6	0	0.0	102
COc1ccc(NS(=O)(=O)CC23CCC(CC2=O)C3(C)C)cc1 (configuration not stated)	1	2	5	-2	4	-1.5	1	-3	0.2	97
CCNS(=O)(=O)c1ccc(CCC(=O)Nc2cc(Cl)ccc2Oc2ccccc2)cc1	-5	-12	-21	-4	-9	-1.0	2	-1	0.0	93
COc1ccc(CC2C(=O)OC(C)(C)OC2=O)c(Cl)c1OC	0	6	.	-20	0	-0.4	10	4	0.0	105
Cc1ccc(S(=O)(=O)N2CC3(O)CN(C(=O)OC(C)C)N(C(=O)OC(C)C)CC3(OC(=O)NCc3ccccc3F)C2)cc1 (configuration not stated)	-5	7	-2	-5	5	-0.8	7	5	-0.2	101
Cc1ccccc1Cn1nc(C)c(NC(=O)c2cc(CC(C)C)on2)c1C	-1	-7	-1	-7	-5	0.4	2	1	0.4	97
Cc1nn2c(=O)cc(CSCC(=O)Nc3ccccc3F)nc2s1	4	4	12	-5	-5	-0.6	-1	5	-0.1	99
COC(=O)c1cc2c(ccn2-c2ccc(F)cc2)n1Cc1cccc(OC)c1	1	-7	-4	-3	-14	0.2	5	-1	-0.2	103
c1ccc2c3c(cc(N4CCOCC4)c2c1)OC1(N2CCOCC2)CCCCC1O3 (configuration not stated)	3	-9	3	-8	3	-1.5	2	-4	0.6	101
FC(F)(F)c1nc2ccccc2n1CCNc1nc(CN2CCCCC2)cs1	1	5	-2	-6	-3	2.5	-6	1	0.0	104
O=C(COc1ccc(Cl)cc1Cl)NC1CC1	-1	-5	1	-6	3	2.3	2	6	0.0	97
COC(=O)c1ccc(CN(c2ccc(OC)cc2)S(=O)(=O)c2ccccc2)cc1	1	3	3	-4	-1	-0.6	2	-3	0.2	93
CCNC(=O)C1CCCN(C(=O)c2cccc(OC(F)(F)F)c2)CC1 (configuration not stated)	-2	-24	-10	-5	7	2.4	2	4	0.0	i
S=C1NCN(Cc2ccco2)CN1CCc1ccccc1	1	-3	-17	-19	2	-0.6	-4	-2	0.1	106
Cc1ccc(N(Cc2ccco2)C(=O)c2cccc(S(=O)(=O)N(C)C)c2)cc1	0	-4	3	.	-1	-1.3	0	-4	0.1	97
Cc1cc(C)c(NC(=O)NC2CCCCC2)c(C)c1	1	9	1	-15	-4	-1.6	13	-2	0.1	99
NC(=O)c1ccccc1N1CCCCC1	2	5	3	-1	-1	-0.3	-12	-1	0.0	95
COc1ccc(CCNC(=O)COC(=O)C2CC2)cc1OC	-1	1	9	-6	1	-4.3	-1	-3	0.0	99
O=C(O)c1ccc2cc[nH]c2c1	-1	1	-7	.	-1	-1.2	1	5	0.0	94
COc1ccc(NC(=O)C2(C)Cc3c(-c4cccc(C(N)=O)c4)ccnc3O2)cc1 (configuration not stated)	?	24	26	-11	6	3.1	2	1	-0.3	100
COCc1c(C(=O)OC)nnn1-c1ccc(C(F)(F)F)cc1[N+](=O)[O-]	3	0	0	-3	-3	-0.5	0	0	0.0	93
